EBV gp42 block – Epstein-Barr virus gp42 inhibitors, primary screen, biochemical, uHTS, fluorescence polarization | Glycoprotein 42 (Epstein-Barr virus (strain AG876)), Q1HVG2 | Fluorescence polarization binding assay, mP read-out | inhibition, % (tested at 21.74 µM) | 0.42% of 220,000 active | AID 1085, 2008; in the data active = inhibition above about 50%
Target sequence (Q1HVG2 whole entry, looked up): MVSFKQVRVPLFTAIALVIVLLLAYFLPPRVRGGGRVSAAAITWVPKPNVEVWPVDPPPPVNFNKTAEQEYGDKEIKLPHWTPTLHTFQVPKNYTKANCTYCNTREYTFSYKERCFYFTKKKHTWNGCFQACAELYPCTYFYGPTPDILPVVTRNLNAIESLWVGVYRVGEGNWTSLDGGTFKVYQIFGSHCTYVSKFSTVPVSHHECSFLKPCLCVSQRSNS
zfTRPN1 agonist – zebrafish TRPN1 channel agonists, primary screen, cell-based, HEK293, calcium fluorescence; transient receptor potential cation channel N1 (TRPN1/NompC), Danio rerio; HEK293 zebrafish TRPN1-YFP, Fluo-8 calcium fluorescence; 100% = response to 87 µM carbachol; activation, % at 3 µM; 0.18% of 220,000 active; AID 1424, 2008;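 active = activation above its plate's cutoff, the mean activation of test wells on that plate plus 3 SD, cut at about 19% in these data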;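 note: 0% = DMSO alone and 100% = 87 µM carbachol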
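System: zebrafish TRPN1-YFP in HEK293 cells / Dosing: 3 µM single point / Timing: dye loading 1 h at 37 °C, then 30 min room temperature / Signal: Fluo-8 calcium fluorescence, excitation 470-495 nm, emission 515-575 nm / Read-out basis: percent activation from peak over basal fluorescence ratio, control-normalized / Control set: high carbachol 87 µM, low DMSO alone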
TbHK1 inh – Trypanosoma brucei hexokinase 1 inhibitors, primary screen, biochemical, G6PDH-coupled NADH absorbance, MLSCN library. hexokinase 1 [Trypanosoma brucei]. recombinant TbHK1, G6PDH-coupled NADH A340. inhibition, % at 10 µM. 0.11% of 220,000 active. AID 1430, 2008;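 active = inhibition of 50% or more in the single-dose primary screen; inactive = inhibition below 50%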
Furin inh – human furin inhibitors, primary screen, biochemical, fluorescence intensity. purified furin, fluorogenic substrate cleavage. inhibition, % at 30 µM. 0.061% of 220,000 active. AID 463115, 2010; in the data active = inhibition above about 25%; note: inactives centre near -15
thrombin 1536 – human alpha-thrombin inhibitors, primary screen, counter-screen for coagulation protease inhibitor project, biochemical, 1536-well, fluorogenic AMC substrate | inhibition, % at 5 µM | Boc-VPR-AMC fluorogenic substrate cleavage | Prothrombin (Homo sapiens), P00734 | 0.26% of 220,000 active | AID 1046, 2008;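 active = inhibition at or above 40%; inactive = inhibition below 40%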;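 note: 0% = enzyme with no compound and 100% = wells without enzyme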
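Material: human alpha-thrombin enzyme / Medium: pH 7.5 Tris (50 mM) with NaCl 150 mM, Tween 20 0.05% / Compound: single-point dosing at 5 µM, 0.2% DMSO / Incubation: enzyme reaction carried out at room temperature / Detection: AMC fluorescence, 355/460 nm / Read-out basis: percent inhibition scaled between no-compound controls and no-enzyme blanks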
KCC2 mod – KCC2 cotransporter modulators, thallium flux, primary screen, cell-based, HEK293 KCC2, FluoZin-2 fluorescence, MLSMR. Solute carrier family 12 member 5 (Homo sapiens), Q9H2X9. B-score of Tl+ flux slope (higher = more flux/activation; lower = inhibition) at 10 µM. KCC2 cells, thallium flux FluoZin-2 fluorescence. 2.2% of 190,000 active;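 active = thallium flux slope and its plate-corrected score both differing from the plate sample mean at a set confidence after two filtering rounds, in either direction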;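 note: slope of fluorescence scaled to starting intensity during 10 to 20 s after thallium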
Calpain2 inh – inhibitors of pig calpain II, primary screen, biochemical, fluorogenic peptide substrate, 1536-well. purified calpain II, 30 min. 0.37% of 220,000 active. inhibition, % at 16 µM;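 active = inhibition above about 50%, limit read from the data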
PPC-1+TRAIL kill – compounds killing PPC-1 cancer cells with TRAIL present, primary screen, TRAIL potentiator project, ATPLite luminescence, uHTS; PPC-1 cells + TRAIL, ATPLite viability luminescence; cell killing (% activity), % at 4 µM; 0.41% of 220,000 active;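 active = cell killing above 50% in the first pass at 4 µM, then a duplicate retest at 5 µM averaging 50% or more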;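 note: plate controls were cells with TRAIL plus DMSO for no effect and medium-only wells lacking cells for full effect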
TRPML3 ag – human TRPML3 channel agonists, primary screen, cell-based, HEK293 TRPML3-YFP, Fluo-8 calcium fluorescence, 3 µM | Mucolipin-3 (Homo sapiens), Q8TDD5 | 100% = the carbachol control signal | activation, % at 3 µM | 0.29% of 220,000 active;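 active = activation above its plate's cutoff, the mean activation of the plate's test wells plus 3 SD, cut at about 12% in these data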;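 note: 0% = DMSO only wells and 100% = carbachol wells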
Target sequence (Q8TDD5 whole entry, looked up): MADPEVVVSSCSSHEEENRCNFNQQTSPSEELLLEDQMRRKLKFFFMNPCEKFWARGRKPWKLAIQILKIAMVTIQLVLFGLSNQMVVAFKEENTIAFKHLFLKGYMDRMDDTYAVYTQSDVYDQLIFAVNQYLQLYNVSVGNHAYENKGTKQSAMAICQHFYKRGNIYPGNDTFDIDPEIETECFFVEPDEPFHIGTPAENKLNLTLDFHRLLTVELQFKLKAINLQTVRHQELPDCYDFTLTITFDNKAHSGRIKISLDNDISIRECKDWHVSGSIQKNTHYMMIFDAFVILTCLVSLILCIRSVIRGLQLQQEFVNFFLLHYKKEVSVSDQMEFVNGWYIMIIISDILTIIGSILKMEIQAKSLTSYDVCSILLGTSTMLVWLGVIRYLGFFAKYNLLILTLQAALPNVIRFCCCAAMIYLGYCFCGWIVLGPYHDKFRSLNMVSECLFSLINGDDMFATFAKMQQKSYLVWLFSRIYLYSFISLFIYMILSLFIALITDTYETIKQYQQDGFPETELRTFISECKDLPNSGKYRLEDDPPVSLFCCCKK
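system = HEK293 cells stably carrying human TRPML3-YFP | doses = one concentration, 3 µM nominal, 0.3% DMSO | timing = dye loading 1 h 37 °C then 30 min ambient, 125 s read | detection = Fluo-8 calcium dye fluorescence, ex 470-495, em 515-575 nm | benchmarks = high control carbachol 87 µM, low control DMSO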
* marks the source's active call; other numbers are inactive results; · = no result given; & = joins results of further samples; [ ] = dose if it differs, or a comment.

SMILES	EBV gp42 block	zfTRPN1 agonist	TbHK1 inh	Furin inh	thrombin 1536	KCC2 mod	Calpain2 inh	PPC-1+TRAIL kill	TRPML3 ag
CCCCN(C(=S)Nc1cccc(C)c1C)c1c(N)n(CCC)c(=O)[nH]c1=O	2	0.1	-9	-19	-20	0.21	-19	-8	0.7
Cc1cccc(NC(=O)C2CC(=O)n3ncnc3N2)c1 (stereo not drawn)	-17	1.8	-6	-14	1	0.33	-2	2	0.8
CN(C)CCCN1c2ccccc2Sc2ccc(Cl)cc21	-1&-1	1.4&-0.3	-15&3	-12	-3&0	-0.49&0.27	3&17	17&14	1.0&1.9
COc1cc(-n2ccnc2SC)c(Cl)cc1Cl	-10	0.1	4	-1[20 µM]	0	·	24	20	0.0
CC(=O)NCCCc1nc2ccccc2n1Cc1ccccc1C	-10	-0.9	-5	-21[20 µM]	-2	1.2	2	8	0.4
COc1ccc(C)cc1C(=O)CCC(=O)Nc1ccccc1N1CCOCC1	-18	-0.3	-8	-17[20 µM]	1	-0.031	0	-16	0.3
Cc1ccc(S(=O)(=O)NCC(=O)OCC(=O)c2cccs2)cc1	7	-0.6	-1	-3[20 µM]	-8	0.9	-26	16	0.2
Cc1c(N=N/C(C(=O)Nc2ccccc2)=C(/O)c2ccccc2)c(=O)n(-c2ccccc2)n1C	18	1.8	-10	-5	-6	-0.79	-14	23	0.7
COc1cc(/C=C(/C#N)c2ccccc2F)ccc1OCc1ccccc1	-21	4.7	-5	-6	4	0.1	23	7	3.7
Clc1ccc(COc2ccccc2CNCc2cccnc2)cc1	0	-0.4	2	-11[20 µM]	2	-0.012	15	13	0.2
COc1cc(CNn2cn[nH]c2=S)cc(Cl)c1OCc1ccc(F)cc1	-15	1.5	-3	-15	-5	0.0045	-1	4	1.2
O=C(NNC(=O)c1cccc2ccccc12)c1ccco1	-21	1.4	1	-28[20 µM]	-1	-0.26	-14	17	0.7
Cc1csc(NC(=O)CSc2nnc(-c3ccoc3C)n2Cc2ccco2)n1	-13	-1.2	4	-29	4	-0.45	12	7	-1.4
Cc1noc(C)c1COC(=O)c1cccnc1Cl	-14	0.4	-1	-31	-4	0.39	0	13	0.9
Cc1cnc2cc(Cl)c(Cl)cc2n1	-1	0.2	-6	-8[20 µM]	-1	0.97	-1	-2	0.0
C=CCNc1nc(Cl)nc(Nc2ccc(OC)cc2)n1	-13	0.1	-1	-16[20 µM]	2	·	38	9	0.6
CCn1c(SCC(=O)Nc2nccs2)nnc1-c1ccncc1	-9	2.9	0	-3[20 µM]	1	·	-5	-4	0.8
COc1ccc(/C=N/Nc2ncnc3c2[nH]c2ccccc23)c(OC)c1OC	9	0.1	-15	-4	22	1.7	-17	13	-0.1
Cc1ccccc1OCC(=O)NCCN(C)C	-13	0.7	0	-18	-4	0.92	13	2	0.9
Cc1ccc(Sc2cc(C(F)(F)F)nc(N(C)C)n2)cc1	-3	1.2	-3	-12[20 µM]	9	·	-28	-3	0.9
CCN=C1SC(C(=O)NCCc2ccccc2)CC(=O)N1CC (stereo not drawn)	1	0.1	6	-9	-3	·	-4	-5	0.3
CCCCC(=O)Nc1sc2c(c1-c1nc3ccccc3s1)CCN(C(C)=O)C2	-26	-0.2	-36	-20	6	2.1	-387	1	-0.3
S=C(NCC1CCCO1)Nc1ccc(Nc2ccccc2)cc1 (stereo not drawn)	7	7.7	9	-5	-3	-2.8	29	21	4.4
O=C(CN1CCC(n2nnc3cc(C(F)(F)F)ccc32)CC1)Nc1ccc2c(c1)OCCO2	-23	1.4	-4	-16	3	-0.74	-8	11	-0.1
CCOC(=O)c1cncc(C#CCO)c1	-2	1.5	-8	-10	-6	·	-22	3	0.8
O=C(c1c[nH]c2ccc(S(=O)(=O)N3CCOCC3)cc2c1=O)N1CCN(c2ccccn2)CC1	-7	0.7	-9	-15[20 µM]	4	0.36	7	0	0.5
O=C(CC(c1ccccc1)c1ccccc1)N1CCN(c2ccccn2)CC1	-12	0.1	4	-27	-6	-0.44	5	22	0.4
O=C(Nc1ccc(F)cc1)Nc1ccc(N2CCCC2)c(S(=O)(=O)Nc2ccccc2Cl)c1	-9	1.0	3	-9	-9	0.58	3	8	0.5
CCN1CCN(C(=O)c2sc3nc(C)nc(N4CCC(C)CC4)c3c2C)CC1	-4	-0.2	-8	-27	-6	-1.1	-27	25	0.9
C/C(N)=C(/C#N)C(=O)CSc1ccccc1F	-6	1.1	-1	-23	-9	-0.088	-21	7	1.1
O=C(Cn1nc(-c2nn(CC(=O)c3ccccc3)c3[n+]2CCCCC3)[n+]2c1CCCCC2)c1ccccc1	-3	0.7	-1	-22	-1	0.16	-7	13	1.0
S=C(Nc1ccc(Cl)cc1)NC1CC2CCCC(C1)N2C1CCCC1 (stereo not drawn)	-19	2.0	2	-4[20 µM]	5	·	-1	26	-0.8
COC(=O)c1c(-c2ccc(C)cc2)csc1NC(=S)NC(=O)c1cc(OC)cc(OC)c1	-3	1.3	-9	-13	-10	0.47	-60	11	0.8
Cc1ccc(OCC(=O)Nc2ccc(N3CCN(S(C)(=O)=O)CC3)cc2)c(C)c1	-11	0.5	-12	-15	-11	0.076	-10	5	0.4
CCOC(=O)c1ccc(NCc2ccc(N(C)C)cc2)cc1	-7	-0.6	43	-10	0	1.6	0	-4	0.5
COc1ccc2oc(=O)c(C(=O)N3CCN(c4ccccc4)CC3)cc2c1	-10	-0.6	-9	0	1	·	-3	3	0.8
CC1(C)NC(=O)N(CC(O)CN2CCCC2)C1=O (stereo not drawn)	-6	0.0	6	-27[20 µM]	-6	0.00097	2	-4	1.2
CCOC(=O)c1ccc(N2C(=O)C(CC(N)=O)N(CCc3ccc(OC)c(OC)c3)C2=S)cc1 (stereo not drawn)	1	0.6	27	-25	1	1.2	9	5	0.6
O=S(=O)(c1cccs1)N1CCN(c2ccc(O)cc2)CC1	-19	1.1	-2	-15	0	-0.097	-24	3	1.0
Oc1ccc2ccccc2c1CNn1cnnc1	5	-0.6	-6	-15[20 µM]	-2	0.12	-24	0	0.6
NNC(=O)c1sc2cc(C(F)(F)F)cnc2c1-c1cccs1	-2	0.5	-4	-16	-1	-0.081	-24	-18	0.6
N/C(=N\S(=O)(=O)c1cc(C(F)(F)F)cc(C(F)(F)F)c1)c1ccccc1	-6	-1.2	-2	6	2	-0.65	4	-4	0.7
COC(=O)c1ccc(-c2noc(CN(Cc3ccccn3)CC3CCCO3)n2)cc1 (stereo not drawn)	0	1.2	-1	1	21	·	22	11	-0.1
Cc1cc(N2CCN(C(=O)c3ccco3)CC2)n2ncnc2n1	-21	0.8	2	-16[20 µM]	2	0.014	-9	-11	0.5
Cc1ccc2cc(CN(Cc3ccc4c(c3)OCO4)Cc3nnnn3Cc3ccco3)c(=O)[nH]c2c1	-12	-0.8	-9	-16	-4	-1.8	-133	27	-0.5
CCOC(=O)c1ccccc1Nc1cn(C(C)=O)c2ccccc12	-18	-0.9	-9	-2[20 µM]	6	0.025	-57	-16	0.4
Cc1ccc2nc3c(cc(C(N)=S)c(=N)n3CCCOC(C)C)c(=O)n2c1	-15	0.3	-11	-7	4	·	-117	11	0.5
c1ccc(COc2nsnc2N2CCOCC2)cc1	-13	0.7	-4	-7	-2	1.3	3	3	-0.2
Fc1ccc2c(c1)C(c1cccnc1)=NNC(c1cccs1)=N2	8	0.3	-1	-24	0	0.081	3	17	1.1
COC(=O)CCN(C(=O)c1ccc2c(c1)OCO2)c1ccccn1	-2	-0.2	-5	-25[20 µM]	2	·	2	16	0.1
CN1c2ccccc2C(C)(C)C12CC(c1ccc(Cl)c(S(=O)(=O)N3CCCC3)c1)=NO2 (stereo not drawn)	-17	-0.6	32	-11	-9	0.21	0	3	0.9
O=C(COc1ccccc1)Nc1nccs1	-9	0.6	0	-3[20 µM]	5	·	-9	37	0.7
Cc1ccc(NC(=O)CC2SC3=NCCCN3C2=O)c(C)c1 (stereo not drawn)	5	-0.1	4	-24[20 µM]	-10	·	-14	-17	1.1
O=C(NC(=S)NC1CCCCCC1)c1cncc(Br)c1	-19	-2.2	37	-8	-9	48*	38	16	0.3
Cc1ccc(S(=O)(=O)N2CCN(C(=O)/C=C/c3ccco3)CC2)cc1	-25	2.4	-13	-18	-4	-0.6	-10	12	0.5
COC(CNC(=O)C1CCN(C(=O)c2cc3oc(C)cc3n2Cc2c(F)cccc2Cl)CC1)OC	-36	1.3	-11	-24	2	-2.3	-5	-12	1.6
CCCn1cnc2c(N)c(C)c(C)cc21	7	0.2	-1	-11[20 µM]	-8	0.62	25	-15	0.3
COc1cc(S(=O)(=O)N2CCN(c3ccccc3)CC2)ccc1F	3	1.4	4	-15	-8	-0.14	15	2	1.3
Cc1cc(C)c(S(=O)(=O)c2ccccc2C)c(OCCO)n1	-15	0.5	-1	-20	-3	0.72	-8	6	0.5
CCn1ccnc1CN(C)Cc1cn(C)nc1-c1ccccc1F	-7	0.4	-3	-3	-13	1	-5	8	0.8
Remaining list, next part
SMILES	EBV gp42 block	zfTRPN1 agonist	TbHK1 inh	Furin inh	thrombin 1536	KCC2 mod	Calpain2 inh	PPC-1+TRAIL kill	TRPML3 ag
CCOC(=O)c1cc(NC(=O)Nc2nccs2)c(C)nc1C	4	0.0	5	-21	-3	0.68	-13	9	0.5
Cc1ccc(-c2nc3ccccc3c(=O)n2CCCN2CCOCC2)cc1	-15	1.8	3	-12	-6	·	-18	6	0.3
Cc1cc(C)c2nc(-c3ccccn3)cc(C(=O)Nc3ccc(S(=O)(=O)Nc4onc(C)c4C)cc3)c2c1	15	0.4	3	-15	0	-1.3	44	17	1.0
Cc1ccc(NC(=O)CS(=O)(=O)c2c[nH]c3ccccc23)c(C)c1	7	-1.0	-3	-23	1	-0.011	-7	-2	0.2

By substructure, the compounds so far with a cyano group.
SMILES	EBV gp42 block	zfTRPN1 agonist	TbHK1 inh	Furin inh	thrombin 1536	KCC2 mod	Calpain2 inh	PPC-1+TRAIL kill	TRPML3 ag
COc1cc(/C=C(/C#N)c2ccccc2F)ccc1OCc1ccccc1	-21	4.7	-5	-6	4	0.1	23	7	3.7
C/C(N)=C(/C#N)C(=O)CSc1ccccc1F	-6	1.1	-1	-23	-9	-0.088	-21	7	1.1

Assay outcomes from PubChem BioAssay.
